Screening results as filed in PubChem BioAssay.
VLA-4 antagonist: inhibitors of LDV-FITC ligand binding to Mn2+-activated human VLA-4 integrin; P13612; Jurkat cells, LDV-FITC binding with Mn2+, flow cytometry; 100% = Mn2+-driven binding gain fully reversed; inhibition, % at 10 µM (by protocol); 24,000 compounds, 0.2% hits;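 active = inhibition above 50%; inconclusive = compound itself fluorescent, judged against control cell fluorescence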;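 note: 0% = Mn2+ stimulated cells lacking compound and 100% = ligand binding without Mn2+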
Target sequence (P13612 whole entry, looked up): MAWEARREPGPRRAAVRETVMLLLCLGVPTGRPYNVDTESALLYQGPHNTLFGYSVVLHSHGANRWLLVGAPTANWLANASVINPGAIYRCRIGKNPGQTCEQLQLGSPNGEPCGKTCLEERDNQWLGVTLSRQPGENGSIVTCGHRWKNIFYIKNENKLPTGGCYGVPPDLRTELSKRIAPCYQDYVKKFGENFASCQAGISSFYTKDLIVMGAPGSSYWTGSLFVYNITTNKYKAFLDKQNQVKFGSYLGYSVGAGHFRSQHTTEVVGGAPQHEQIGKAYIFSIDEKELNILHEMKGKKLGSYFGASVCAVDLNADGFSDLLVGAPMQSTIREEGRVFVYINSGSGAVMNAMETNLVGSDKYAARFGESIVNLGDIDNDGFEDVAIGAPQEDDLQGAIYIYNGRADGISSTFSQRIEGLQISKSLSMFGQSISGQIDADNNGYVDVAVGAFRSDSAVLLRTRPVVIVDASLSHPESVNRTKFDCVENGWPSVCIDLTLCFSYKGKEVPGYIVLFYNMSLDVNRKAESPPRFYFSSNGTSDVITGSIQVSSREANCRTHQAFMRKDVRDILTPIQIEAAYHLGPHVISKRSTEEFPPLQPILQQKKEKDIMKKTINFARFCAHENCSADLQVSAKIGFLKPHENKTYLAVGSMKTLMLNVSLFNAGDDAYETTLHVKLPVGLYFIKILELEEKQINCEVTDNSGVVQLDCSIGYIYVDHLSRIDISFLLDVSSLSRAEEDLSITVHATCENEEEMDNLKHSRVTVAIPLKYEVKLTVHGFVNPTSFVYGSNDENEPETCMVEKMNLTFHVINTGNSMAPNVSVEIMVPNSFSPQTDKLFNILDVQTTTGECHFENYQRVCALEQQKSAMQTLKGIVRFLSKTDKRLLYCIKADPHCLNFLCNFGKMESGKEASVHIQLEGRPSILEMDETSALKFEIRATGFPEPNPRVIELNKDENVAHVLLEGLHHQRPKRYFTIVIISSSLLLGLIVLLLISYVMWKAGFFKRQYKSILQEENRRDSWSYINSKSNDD
LNCaP diff act: LNCaP prostate cell differentiation activation | flow cytometry side scatter, 4 d | 24,000 compounds, 0.56% hits | side scatter shift, % at 10 µM;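 active = side scatter shift above 30%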;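 note: androgen-responsive LNCaP prostate cancer cells in charcoal-stripped serum medium; percent of cells past a gate set so DMSO wells show 10% shift; higher shift means more granular cells and more differentiation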
Autofluor Jurkat: autofluorescence counter-screen for VLA-4 integrin assays. Jurkat cells, compound autofluorescence, flow cytometry; hits give high values; 1 = vehicle-only cell background. fluorescence ratio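 (tested at 10 µM compound in the well)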. 24,000 compounds, 0.61% hits;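 active = fluorescence ratio above 2.44, which is 1 plus 3 SD of all ratios; inconclusive = signal too bright to measure linearly, ratio around 10 or more; inactive = fluorescence ratio below 2.44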;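 note: green fluorescence of cells measured with 488 nm excitation and 530 nm emission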
VLA-4 allo ag: allosterically activates the human VLA-4 integrin | 24,000 tested, under 10 active | Jurkat cells, LDV-FITC binding, flow cytometry | P13612 | AID 528 | activation, % at 10 µM (by protocol);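 active = fluorescent ligand binding to cells raised by more than 40% of the manganese-induced maximum; inconclusive = compound's own fluorescence above 85% of the ligand control signal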;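 note: 0% = ligand binding without compound and 100% = manganese-stimulated maximal binding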
Active calls of the source: *; u = inconclusive. A portion of the library. The share of hits here may be higher or lower than overall.

SMILES	VLA-4 antagonist	LNCaP diff act	Autofluor Jurkat	VLA-4 allo ag
COc1ccc(N(CC(=O)N2c3ccccc3CC2C)S(=O)(=O)c2c(C)nn(C)c2C)cc1 (stereo not drawn)	16	4	1.1	-13
O=C(NCC1CCCO1)C1CC(=O)N(C2CCCCCC2)C1 (stereo not drawn)	-22	13	1	4
COc1cccc(CNn2c(-c3cccc(C)c3)nc3ccccc3c2=O)c1O	12	8	1	2
COC(=O)c1ccccc1Nc1cc(C)nc2nc(C)nn12	6	8	1	0
COc1ccc(NS(=O)(=O)c2ccc(OC)c3ccccc23)cn1	37	21	1	0
COc1cc(OC)c2c(c1)OC(c1ccc(OC)c(OC)c1)C(O)C2=O (stereo not drawn)	-6	6	0.98	3
COc1ccc(C2c3c(-c4ccccc4O)n[nH]c3C(=O)N2CCc2ccc(OC)c(OC)c2)cc1 (stereo not drawn)	-1	7	1.1	-10
O=C(COc1cccc(Oc2ccccc2)c1)Nc1ncccn1	-13	12	1.1	5
Cn1c(=O)oc2cc(S(=O)(=O)NCCC(=O)NC3CCCc4ccccc43)ccc21 (stereo not drawn)	-6	12	1.1	5
COc1ccc(-c2noc(-c3ccccc3C(=O)Nc3cccnc3)n2)cc1	-18	16	1	8

Entries of single compounds from above.
COc1ccc(-c2noc(-c3ccccc3C(=O)Nc3cccnc3)n2)cc1 reads VLA-4 antagonist = -18; LNCaP diff act = 16; Autofluor Jurkat = 1; VLA-4 allo ag = 8
COC(=O)c1ccccc1Nc1cc(C)nc2nc(C)nn12 reads VLA-4 antagonist = 6; LNCaP diff act = 8; Autofluor Jurkat = 1; VLA-4 allo ag = 0
O=C(COc1cccc(Oc2ccccc2)c1)Nc1ncccn1 reads VLA-4 antagonist = -13; LNCaP diff act = 12; Autofluor Jurkat = 1.1; VLA-4 allo ag = 5

Next section.
SMILES	VLA-4 antagonist	LNCaP diff act	Autofluor Jurkat	VLA-4 allo ag
c1csc(-c2nc3nc4ccccc4nc3n2Cc2ccc3c(c2)OCO3)c1	u	18	1.6	u
NC(=O)c1c(-c2ccccc2)oc2ccc(O)cc12	-5	19	1	7
CCn1cc(C(=O)Nc2ccc(NC(=O)c3ccco3)cc2)c(=O)c2ccc(C)nc21	-9	6	1	-6
COc1ccccc1S(=O)(=O)Cc1ccc(C(=O)N2CCN(c3ccccn3)CC2)o1	-9	4	1	-1
CC(C)CC(c1nnnn1C(C)(C)C)N1CCN(C2CCCC2)CC1 (stereo not drawn)	-2	4	1	1
O=C(c1ccc(-c2ccccc2)cc1)N1CCN(c2ncccn2)CC1	-22	11	1.1	6
CCCc1ccc(C(C)NC(=O)c2cnccn2)cc1 (stereo not drawn)	-14	12	1.2	2
Cn1c(=O)oc2cc(S(=O)(=O)N3CCCC3)ccc21	7	6	1	2
CC1CCN(c2nnc(N)s2)CC1	-16	12	1.1	3
CC(=O)Nc1ccc2nc(-c3cccnc3)[nH]c2c1	-10	10	1.1	-2
O=C(CCCn1c(=O)[nH]c2cc(Cl)ccc2c1=O)NCCCN1CCCC1	-10	3	1.1	3
Cc1ccc(SCc2[nH]nc3c2C(c2ccc(C)o2)C(C#N)=C(N)O3)cc1 (stereo not drawn)	4	15	1.1	2
COCCCNC(=O)CCn1c(=O)c2ccccc2n(CC(=O)Nc2cc(Cl)ccc2C)c1=O	-20	7	1	0
COc1ccc(NC(=O)Cn2nnc(C(=O)NCc3ccccc3)c2N)cc1Cl	-14	15	1.1	3
N#CCC(=O)N1CCn2c1nc1ccccc12	-16	2	1	-1
O=C(NCCN1CCOCC1)c1noc2c1CCc1ccccc1-2	12	3	1	2
Cc1ccc(N)cc1CN1CCCC1=O	-22	7	0.98	6
CN1CCN(CCCNC(=O)Cn2ncc3c4ccccc4n(C)c3c2=O)CC1	-4	10	0.99	0
C=CCNC(=O)CSc1ccc(Cl)cc1	3	7	0.94	3
CCN1CCCC1CNC(=O)c1cc2c(=O)n(C)c3ccccc3c2n1C (stereo not drawn)	6	11	0.97	2
COc1ccc(C2Oc3ccccc3N2C(C)=O)cc1 (stereo not drawn)	-14	3	0.83	10
COc1ccccc1-n1c(N)c(C(N)=O)sc1=S	-6	16	1.1	-3
COc1ccc(NC(=O)N2CCC(c3ccccc3)C2)c(OC)c1 (stereo not drawn)	13	17	1	-10
CCn1c(SCc2nc3ccccc3c(=O)[nH]2)nnc1-c1cccnc1	5	13	0.96	-3
CC(C)NCC(O)COc1ccc(CC(N)=O)cc1 (stereo not drawn)	-16	5	1	-1
COc1ccc(OC)c(NC(=O)c2nnn(CCc3ccccc3)c2N)c1	0	10	0.9	0
CCOc1ncccc1C(=O)OCC(=O)Nc1ncc(C(F)(F)F)cc1Cl	-2	4	0.98	0
CC(C)C1N=C2c3ccccc3N=C(SCc3cc(=O)n4cc(Cl)ccc4n3)N2C1=O (stereo not drawn)	u	3	1.1	u
C=CCn1c(SCC(=O)N2CCCC2)nc2cc(C(=O)NCC3CCCO3)ccc2c1=O (stereo not drawn)	2	4	1.1	-3
COc1ccc(NC(=O)NCCN2C(=O)C3C4C=CC(C4)C3C2=O)cc1 (stereo not drawn)	-12	5	0.91	0
O=C(CSc1nnnn1-c1ccc2c(c1)OCO2)NCc1cccs1	-28	7	1	8
C=CCSc1nc(N)c2c(C)c(C)sc2n1	-16	2	1.1	0
Cc1cccc(Nc2nc3c(c(=O)n(C)c(=O)n3C)n2Cc2ccccc2)c1	-9	15	1.1	0
Cc1cc(OCC(=O)Nc2ccc3oc(-c4ccncc4)nc3c2)ccc1Cl	-10	11	1.2	1
N#C/C(C(=O)N1CCOCC1)=C1/SC=C(c2ccccc2)N1c1ccccc1	-10	7	1	2
O=c1cc(N2CCc3ccccc32)[nH]c(=O)n1-c1ccccc1	-3	8	1.1	-2
CCCCCCC1/C(=N/O)CCC1C(=O)OC (stereo not drawn)	-16	10	1	12
CCCS(=O)(=O)C(=C1Nc2ccccc2N1)S(=O)(=O)CCC	0	3	1	3
N#CCSc1nc(Nc2ccc3c(c2)OCO3)c2ccccc2n1	-15	5	1.2	0
COc1ccc(NC(=O)Cn2nnc(-c3ccccc3F)n2)cc1Cl	-18	17	1.1	0
CCCCn1c(=O)c(Cc2ccccc2)c(O)c2ccccc21	-6	10	1.1	-6
CC(=O)NC(O)C(=O)c1ccco1 (stereo not drawn)	-1	12	1	2
CCNS(=O)(=O)c1ccc(NC(=O)Cn2nc(C(F)(F)F)cc2C)cc1	6	3	1	-1
CCCCNC(=O)CC1N=C2c3ccccc3N=C(SCC(=O)Nc3ccc(OC)cc3)N2C1=O (stereo not drawn)	-12	3	0.94	9
CC(C)CC1NC2(C(=O)N(C)c3ccccc32)C2C(=O)N(C(C)C)C(=O)C12 (stereo not drawn)	3	9	1	-2
CCCSCCCNC(=O)CC1Oc2ccccc2NC1=O (stereo not drawn)	-1	9	0.99	-1
Cc1ccc(-n2ncc3c(N4CCCC(C)C4)ncnc32)c(C)c1 (stereo not drawn)	-6	2	1	-3
CCOC(=O)c1cnn(CCOC(=O)Cc2cccs2)c1NC(=O)Cc1cccs1	u	10	1.1	u
Cc1cccn2c(=O)c3cc(C(=O)Nc4ccc(N(C)C)cc4)n(C)c3nc12	u	22	1.3	u
COc1ccccc1-c1nnc(SCc2ccccn2)n1C	-2	14	1	-5

Laid out differently: results already given
Values run as follows: VLA-4 antagonist | LNCaP diff act | Autofluor Jurkat | VLA-4 allo ag
> CC(=O)NC(O)C(=O)c1ccco1 (stereo not drawn)
→ -1 | 12 | 1 | 2
> CCNS(=O)(=O)c1ccc(NC(=O)Cn2nc(C(F)(F)F)cc2C)cc1
→ 6 | 3 | 1 | -1
> CCCCNC(=O)CC1N=C2c3ccccc3N=C(SCC(=O)Nc3ccc(OC)cc3)N2C1=O (stereo not drawn)
→ -12 | 3 | 0.94 | 9
> CC(C)CC1NC2(C(=O)N(C)c3ccccc32)C2C(=O)N(C(C)C)C(=O)C12 (stereo not drawn)
→ 3 | 9 | 1 | -2
> CCCSCCCNC(=O)CC1Oc2ccccc2NC1=O (stereo not drawn)
→ -1 | 9 | 0.99 | -1

Going on with the list:
SMILES	VLA-4 antagonist	LNCaP diff act	Autofluor Jurkat	VLA-4 allo ag
CCC(C)NC(=O)c1ccc(NC(=O)C2CCCO2)cc1 (stereo not drawn)	-23	0	0.96	4
CCc1nnc(NC(=O)CSc2nnc(-c3ccc(OC)cc3)n2C)s1	-28	8	1	8
CCOC(=O)c1c(N)nn(C(=O)C(C)C)c1-c1ccccc1	u	1	1.1	u
Cc1ccc(-n2c(Cc3cccn3C)nnc2SCC(=O)Nc2ccc3c(c2)OCO3)cc1	1	2	0.97	1
COCCCC/C(=N\OCCN)c1ccc(C(F)(F)F)cc1	-36	5	1	13
CC(C)(C)/C(O)=C(/C#N)c1nc2ccccc2[nH]1	u	3	1.4	u
CCOc1ccc(-c2nc(-c3ccccc3)no2)cc1OCC	u	12	1	u
O=C(CN(C(=O)CCC(=O)Nc1nccs1)c1ccccc1F)NCC1CCCO1 (stereo not drawn)	-22	4	0.96	2
Cc1cc(C)n(-c2nc3c(c(=O)n(Cc4ccc(Cl)c(Cl)c4)c(=O)n3C)n2C)n1	4	10	1	-6
Cc1ccc(-n2c(=O)[nH]cc(C(=O)Nc3ccc4c(c3)OCCO4)c2=O)cc1C	2	0	1.1	-2
CCOC(=O)Cn1c(=O)oc2cc(S(=O)(=O)Nc3ccc(F)cc3)ccc21	u	6	1.6	u
COc1ccc(OC)c2[nH]c(=O)c(CCNC(=O)c3ccc(S(=O)(=O)N4CCCC4)cc3)cc12	14	3	1.1	-7
Cc1ccccc1NC(=O)Cc1nnc(SCC(=O)N2CCN(c3ccccc3)CC2)n1C	5	4	1	0
COC(=O)Sc1nnc(-c2ccc(Br)cc2)o1	3	5	0.92	4
CC(C)c1ccc(O)c(NC(=O)c2ncn[nH]2)c1	u	5	1.5	u
CCOC(=O)c1nnn(-c2nonc2N)c1CSc1ccccn1	u	13	1.1	-4
CCCN1Cc2cccc(C(=O)NCCCOC(C)C)c2C1=O	4	3	1	-7
COc1ccc(N2CCN(C(=O)CSc3ccccc3N)CC2)cc1	1	16	1.1	4
O=C(Nc1ccc2c(c1)OCO2)C(c1ccc(Cl)cc1)N1CCC2(CC1)OCCO2 (stereo not drawn)	7	8	1.1	-10
Cc1ccc(C2C=C(c3ccc4c(c3)OCO4)Nc3ncnn32)cc1 (stereo not drawn)	6	15	1.1	-5
Cc1ccc2c(c1)-c1c(cnn1CC(=O)NC(C)CCc1ccco1)CO2 (stereo not drawn)	-2	12	0.99	0
CCOC(=O)C1=C(c2ccccc2)NC(SCC(=O)Nc2cccc(C)c2)=C(C#N)C1c1ccco1 (stereo not drawn)	3	7	0.98	-4
COc1ccc(S(=O)(=O)NCc2ccc(C(=O)N3CCN(c4ccccn4)CC3)cc2)cc1	3	9	1.1	1
CN(C)C(=O)N1CCCC(C(=O)NCc2ccccc2)C1 (stereo not drawn)	-9	7	0.97	0
CCSc1nnc(NC(=O)CCNS(=O)(=O)c2cc(Br)cnc2N)s1	-12	9	1.2	-5
CCOc1cccc(-c2nnc3sc(COc4ccc(OC)cc4)nn23)c1	-5	4	1.3	-34
COc1ccc(CCNC(=O)c2nnn(-c3ccc4c(c3)OCCO4)c2N)cc1OC	u	4	1.2	u
Cc1nn(C)c(C)c1S(=O)(=O)N1CCC(C(=O)NC2CCCCCC2)CC1	2	0	1	4
CCN1CCN(c2cc(C)c3cc(NC(=O)c4cncc(Br)c4)ccc3n2)CC1	6	7	1.1	1
Cc1ccc(S(=O)(=O)Cn2nnnc2CN(Cc2ccco2)CC2CCCO2)cc1 (stereo not drawn)	-8	14	1.1	0
CCOc1ccccc1Nc1nnc(Cc2ccccc2Cl)c(=O)[nH]1	9	13	1.1	-4
CCCS(=O)(=O)NCCc1cc2cc(C)c(C)cc2[nH]c1=O	0	5	1.1	0
COc1ccccc1N(C)S(=O)(=O)c1ccc(C(=O)NC2=NCCS2)cc1	2	14	1.1	-6
CCn1[nH]c(=O)c(=Nc2c(C)n(C)n(-c3ccccc3)c2=O)cc1-c1ccc(Cl)cc1	17	11	1.1	0
CN1CCN(c2ccccc2NS(=O)(=O)c2ccc3c(c2)CCN3C(=O)C2CCC2)CC1	15	46*	1.1	-5
Cc1ccc(CNC(=O)CN2C(=O)C3(OCCCO3)c3ccccc32)cc1	-18	17	0.98	-11
CN(CC(=O)Nc1ccc(F)c(F)c1)S(=O)(=O)c1cccc2nsnc12	-10	11	1	6
O=C(NCc1ccco1)c1ccc(N2CCCC2=O)cc1	-52	9	1.1	-3
O=C(NCC1CCCO1)C1CCC(=O)N1Cc1ccccc1Cl (stereo not drawn)	-14	7	1	-2
CCOC(=O)N1CCN(CC(O)COC(CC)c2ccccc2)CC1 (stereo not drawn)	-14	5	1	6
Cc1ccc(S(=O)(=O)Nc2cc(C(=O)NCCN3CCCC3)ccc2N2CCCCC2)cc1	3	22	0.96	3
COc1ccccc1N1CSC2=C(C#N)C(c3ccc(SC)cc3)CC(=O)N2C1 (stereo not drawn)	u	4	1.1	u
CCCc1cc(C(=O)Nc2cc(Br)ccc2O)no1	u	7	1.5	u
CN(C)C(=O)CN(C)S(=O)(=O)c1ccc(Cl)cc1	-10	5	1	-2
CCn1c(C)c(C(C)=O)c(N2CCCCC2)nc1=S	-26	14	1.1	-4
